RBX1-CUL1 inh – human ROC1-CUL1 E3 ligase inhibition; AID 1347404; inhibition, % at 10 µM; hit rate 0.6% among 140,000; in vitro K48 di-Ub FRET, acceptor:donor ratio, 45 min; in the data active means inhibition above about 25%
Target sequence (P62877 whole entry, looked up): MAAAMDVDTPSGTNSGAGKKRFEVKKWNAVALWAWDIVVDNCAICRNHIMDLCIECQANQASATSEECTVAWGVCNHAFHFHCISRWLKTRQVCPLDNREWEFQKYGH
Target sequence (Q13616 whole entry, looked up): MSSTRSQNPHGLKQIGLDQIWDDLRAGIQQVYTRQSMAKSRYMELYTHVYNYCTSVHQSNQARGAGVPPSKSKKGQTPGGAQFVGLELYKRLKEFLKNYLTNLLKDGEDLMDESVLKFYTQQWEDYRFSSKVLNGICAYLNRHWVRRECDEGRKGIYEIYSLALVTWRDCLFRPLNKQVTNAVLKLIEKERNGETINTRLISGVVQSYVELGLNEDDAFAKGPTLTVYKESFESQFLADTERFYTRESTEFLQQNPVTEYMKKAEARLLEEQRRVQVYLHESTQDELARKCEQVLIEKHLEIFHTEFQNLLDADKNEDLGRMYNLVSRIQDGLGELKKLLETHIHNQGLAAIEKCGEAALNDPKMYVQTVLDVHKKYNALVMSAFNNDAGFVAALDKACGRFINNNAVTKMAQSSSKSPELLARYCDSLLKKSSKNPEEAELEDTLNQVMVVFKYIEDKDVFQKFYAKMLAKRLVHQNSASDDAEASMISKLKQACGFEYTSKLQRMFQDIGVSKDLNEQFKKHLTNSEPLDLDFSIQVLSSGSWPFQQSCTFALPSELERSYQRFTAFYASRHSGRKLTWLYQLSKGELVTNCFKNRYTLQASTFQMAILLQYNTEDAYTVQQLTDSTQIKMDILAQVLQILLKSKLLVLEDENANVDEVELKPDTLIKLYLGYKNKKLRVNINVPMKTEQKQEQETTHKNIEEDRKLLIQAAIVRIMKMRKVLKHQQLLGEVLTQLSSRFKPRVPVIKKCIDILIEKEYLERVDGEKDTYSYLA
* marks the source's active call; other numbers are inactive results. A portion of the library, so the mix of outcomes need not match the whole.

compound	RBX1-CUL1 inh
CC(=O)Nc1ccc(S(=O)(=O)NCC2CCC(C(=O)NCCCOC(C)C)CC2)cc1 (stereo not given)	-6
CC1(C)CC(=O)C2C(=Nc3ccccc3N(C(=O)C(F)(F)F)C2c2ccc(-c3ccc(Br)cc3)o2)C1 (stereo not given)	-9
Cc1cc(C)c2c(=O)[nH]sc2n1	-5
CCOC(=O)c1ccc(NC(=O)CC2C(=O)OCCN2CC)cc1 (stereo not given)	3
COc1ccc(CN2C(=O)N(c3ccc(F)cc3)C(=O)C2CC(=O)Nc2cc(OC)cc(OC)c2)cc1 (stereo not given)	3
CCCCCSc1nc2sc3c(c2c(=O)n1-c1ccccc1)CCN(C(C)=O)C3	-6
COc1cccc(C(=O)COC(=O)c2cccc(NC(=O)c3ccc(Cl)cc3)c2)c1	8
CC(=O)c1ccc2c3c(cccc13)CC2	-2
CCOC(=O)c1c(C)sc(-c2c(-c3cc(C)ccc3C)[nH]c3c2c(=O)n(C)c(=O)n3C)c1O	22
CCn1c(COc2ccc(Cl)cc2)nnc1SCC(=O)N1CCN(c2ccccc2)CC1	9
O=C(N/N=C/C=C/c1ccccc1)c1cc2c(ccc3ccccc32)o1	4
CCN(CC)CCOC(=O)c1c(C)oc2ccc(OC)cc12	-2
COc1cccc(-c2nn(C)c3sc(C(=O)NCCc4ccc(Cl)cc4)cc23)c1	9
CCOc1cccc(-c2cc(C(=O)N/N=C/c3ccc(OC)c(CSCc4ccco4)c3)c3ccccc3n2)c1	6
c1ccc(Cn2c3ccccc3n3c(Nc4ccccc4)nnc23)cc1	9
Cc1cccc(NC(=O)Cn2cnc(S(=O)(=O)N3CCCC3)c2)c1C	-6
CC(=O)Nc1ccc2nc(NC(=O)c3cc(N)cc(N)c3)sc2c1	-5
COC(=O)c1c(OC(C)=O)c2ccccc2n1C(C)=O	-6
Cc1cccc(CNC(=O)Cn2ncc(N3CCOCC3)cc2=O)c1	-6
CCCc1nnc2sc(-c3cnccn3)nn12	-4
CCOC(=O)c1cc(-c2ccc(F)cc2)n(CCC(=O)Nc2nc3cc(C)c(C)cc3s2)c1C	5
CC(C)OC(=O)c1sc2nc3c(cc2c1N)CCCC3	-3
Cc1ccc(-c2noc(COc3ccccc3C)n2)cc1	-3
Cc1ccc(NC(=O)C2CC(=O)n3c(nc4ccccc43)N2)cc1 (stereo not given)	2
COc1ccc2c(c1)OC(C)CN(Cc1ccc3cccnc3c1)C2 (stereo not given)	2
O=C(CN1CCC(O)CC1)NCc1ccc2[nH]c3c(c2c1)CCCCCC3	5
Cc1cccc(C)c1Oc1ncccc1CNC(=O)CCc1cnccn1	2
C=CCn1c(SCC(=O)c2ccccc2F)nc2sc3c(c2c1=O)CCCC3	-2
OCc1cccc(-c2cccc(-c3ccn[nH]3)c2)c1	6
CCN(CC)CC(O)COc1ccc(CNCC2(C)COC2)cc1OC (stereo not given)	3
Cc1ccc2ncc(C(=O)c3ccc(C)c(C)c3)c(S(=O)(=O)c3ccccc3)c2c1	-3
CN1CC=C2C(C#N)C(=N)C(C#N)(C#N)C(c3ccc(F)c(F)c3)[C@H]2C1 (stereo not given in full)	6
O=C(NCc1ccccc1OC(F)(F)F)C1CC(Cc2cccc(F)c2)=NO1 (stereo not given)	-7
CSc1cccc(Nc2cc(C(=O)NCCCN(C)c3ccccc3)c3ccccc3n2)c1	-6
Brc1ccc(-c2csc3ncnc(N4CCOCC4)c23)cc1	1
CCC(C)(C)C1CCc2c(sc(NC(=O)CCC(=O)O)c2C(N)=O)C1 (stereo not given)	-3
COc1ccc(C2CC3(OCCO3)C(C)(O)CN2)cc1 (stereo not given)	3
CCC(=O)Oc1ccc(C(=O)Nc2ccccc2C(=O)NCC(C)C)cc1	0
O=C(CCc1cn(Cc2ccccc2Cl)c2ccccc12)NC1CCCCC1	-5
CCOC(=O)c1[nH]c2c(c1C)C(=O)CC(c1cccc(OC)c1)C2 (stereo not given)	10
CCCS(=O)(=O)N1CCC(n2c(C(F)(F)F)nc3cccnc32)CC1	-3
O=C(NN1C(=O)c2cccc3c([N+](=O)[O-])ccc(c23)C1=O)c1cccc([N+](=O)[O-])c1	-4
O=C1CCC(CCC(=O)N2CCN(Cc3cccc(F)c3)C(=O)C2)(Cc2cccc3ccccc23)N1 (stereo not given)	7
Cc1ccc(Nc2nc3ccccc3c(=O)s2)cc1C	-2
CC1CCCC(C)N1C(=O)c1cc(-c2ccccc2)on1 (stereo not given)	-2
NC(=O)c1ccc(C2CCCN2C(=O)c2ccc(Cn3cnnn3)cc2)s1 (stereo not given)	16
Cc1cc(C)nc(NC(=O)c2c(F)c(F)c(F)c(C(=O)Nc3cc(C)cc(C)n3)c2F)c1	-13
COCCNC(=O)c1cc(COc2ccccc2)[nH]n1	-4
O=C1CCN(Cc2ccccc2OCC(O)CN2CCSCC2)CCN1 (stereo not given)	-3
CCC(CC)C(=O)Nc1nc2c(s1)CC(C)CC2 (stereo not given)	-4
CC(=O)c1ccc(NS(=O)(=O)c2ccc3[nH]c4c(c3c2)CCCC4)cc1	12
CCOC(=O)c1cn2nc(SC)nc2nc1C	-8
CCc1ccc(CNC(=O)c2cnc3sc(N(CC)CC)nn3c2=O)cc1	5
O=C(OC(c1ccc(N(C(=O)c2ccccc2)S(=O)(=O)c2ccccc2)cc1)(C(F)(F)F)C(F)(F)F)c1ccccc1	-12
COc1cc(C(=O)NCC(c2ccco2)S(=O)(=O)c2ccccc2)cc(OC)c1OC (stereo not given)	4
CCn1c(Cc2ccccc2)nnc1SCC(=O)Nc1ccccc1Cl	10

Random excerpt: 4 entries already listed
compound	RBX1-CUL1 inh
CC(=O)c1ccc(NS(=O)(=O)c2ccc3[nH]c4c(c3c2)CCCC4)cc1	12
CCOC(=O)c1cn2nc(SC)nc2nc1C	-8
CCn1c(Cc2ccccc2)nnc1SCC(=O)Nc1ccccc1Cl	10
COc1cc(C(=O)NCC(c2ccco2)S(=O)(=O)c2ccccc2)cc(OC)c1OC (stereo not given)	4

The main list resumes, repeating the six entries before the break.
compound	RBX1-CUL1 inh
CC(=O)c1ccc(NS(=O)(=O)c2ccc3[nH]c4c(c3c2)CCCC4)cc1	12
CCOC(=O)c1cn2nc(SC)nc2nc1C	-8
CCc1ccc(CNC(=O)c2cnc3sc(N(CC)CC)nn3c2=O)cc1	5
O=C(OC(c1ccc(N(C(=O)c2ccccc2)S(=O)(=O)c2ccccc2)cc1)(C(F)(F)F)C(F)(F)F)c1ccccc1	-12
COc1cc(C(=O)NCC(c2ccco2)S(=O)(=O)c2ccccc2)cc(OC)c1OC (stereo not given)	4
CCn1c(Cc2ccccc2)nnc1SCC(=O)Nc1ccccc1Cl	10
Cc1ccc(C(=O)Nc2ccccc2C(=O)O)cc1S(=O)(=O)N1CCCCCC1	5
COCC1CCCN(C(=O)c2cc(Cn3ccnc3C(C)C)[nH]n2)C1 (stereo not given)	6
Cc1ccc(OCC(=O)Nc2ccccc2Cl)c(C)c1	0
CCCCn1nc(NC(=O)c2cccc(Cl)c2)c2cc3cccc(C)c3nc21	-6
O=C1C2C3C=CC(C3)C2C(=O)N1C1CCS(=O)(=O)C1 (stereo not given)	1
COc1ccc(C2CC(=O)Nc3cc(OC)c(OC)cc32)cc1Cl (stereo not given)	3
O=C(OCC#CCSc1nc2ccccc2o1)c1ccc(Cl)cc1	1
COc1ccc(C)cc1N(CC(=O)NC1CC2CCC1C2)S(C)(=O)=O (stereo not given)	-8
O=C(c1ccc2oc(CCCc3ccccc3)nc2c1)N1CCN(c2ncccn2)CC1	5
CCOc1ccc(Nc2nc3ccccc3n2C)cc1	0
Cc1ccc2c(c1)-c1c(ssc1=Nc1cc(Cl)ccc1Cl)C(C)(C)N2	4
COc1ccc(-c2noc(-c3ccc(N4CCCC4)c([N+](=O)[O-])c3)n2)cc1OC	-12
CC(Cn1cncn1)NC1CCN(c2cccc(-c3ccco3)c2)CC1 (stereo not given)	-5
CCOc1ccc(OC(=O)c2sc3ncn(Cc4cccc(F)c4)c(=O)c3c2C)cc1	3
COCCNC(=O)c1cc2c(=O)n3ccccc3nc2n1C	1
CC1(C)CC2=C(SC(=O)c3ccccc3C2c2cccs2)N(C(N)=Nc2ccccc2)C1 (stereo not given)	-1
CCc1ccccc1N1C(=O)/C(=C/c2cc(C)n(-c3ccncc3)c2C)C(=O)NC1=S	22
COc1ccc(C(=O)NC(NC(=O)c2ccc(OC)cc2)c2ccc(Br)cc2)cc1	-1
COc1cc(C(C#N)c2ncccn2)cc(OC)c1OC (stereo not given)	-7
Cc1nn(-c2ccccc2)c(-n2cccc2)c1C(=O)NCCCN1CCN(c2ccccc2F)CC1	6
Cc1[nH]c2c(Cl)cccc2c(=O)c1CN1CCC(C)CC1	10
CC12CCCC(=O)C1C(c1ccccc1)NC2c1ccccc1 (stereo not given)	-7
COc1cccc(C(=O)COc2cccc(NC(=O)c3ccco3)c2)c1	2
COc1cc2nc(NC(=O)c3ccc(S(=O)(=O)N4CCOCC4)cc3)sc2cc1OC	9
COc1ccc(O)c(/C=N\NC(=O)CCn2nnc3ccccc32)c1	-7
CC1(C)CC(=O)C2=C(C1)N=C1c3ccccc3C(=O)C1C2c1cccc(F)c1 (stereo not given)	1
CCn1c(CNC(=O)Cc2ccc(OC)cc2)nnc1SCC(=O)Nc1ccc(C)c(C)c1	2
CCN(CC)CCN1C(=O)C(=O)C(C(=O)c2cccs2)C1c1ccccc1F (stereo not given)	13
Cc1ccc(C(C)NC(=O)c2ccco2)cc1 (stereo not given)	-4
COc1cccc(-n2nnc3c(sc4nc(C)cc(C)c43)c2=O)c1	6
Cc1ccc(C(=O)NCc2nnc(SCC(=O)Nc3cc(F)ccc3C)n2C)cc1	-4
CCOC(=O)CSc1nc2ccc(NC(=O)CSc3nc4sc5c(c4c(=O)n3C)CCCC5)cc2s1	0
CN(C)c1nc(Nc2ccc(OC(F)(F)Cl)cc2)nc(N2CCN(c3cccc(Cl)c3)CC2)n1	-1
CC(=O)c1cccc(NC(=O)c2nc(-c3ccccc3)n(-c3cccc(C)c3)n2)c1	4
O=C(CNC(=S)NC(=O)c1cccs1)c1ccccc1	0
CCc1nc2nc(C)cc(Nc3cc(Cl)ccc3C)n2n1	2
CCN1C(=O)/C(=C/c2ccc(F)cc2)N(C)C1=S	5
COc1ccc(NC(=O)c2ccc3c(=O)n4nc(Nc5ccccc5C)sc4nc3c2)cc1	-5
CCOC(=O)C1(Cc2ccc(OC)cc2)CCN(C(=O)c2csc(SC)n2)CC1	-2
COc1ccc(CNC(=O)c2cccc(NC(=O)N3CCSc4ncccc43)c2)cc1	4
O=C(COc1ccc(-c2ccccc2)cc1)Nc1nc2ccccc2s1	9
Cc1c(C(=O)NCc2ccccc2Cl)oc2ccccc12	6
C=CCc1cc(/C=C2\SC(=O)N(CC(=O)Nc3ccc(C)cc3)C2=O)cc(OC)c1OCC	-5
CC(NC(=O)C1(N(C)CCc2ccccc2)Cc2ccccc2C1)c1n[nH]c(=O)[nH]1 (stereo not given)	1
CCOc1ccc(CNn2c(C)nnc2SCc2ccccc2F)cc1	3
CSc1nc(Oc2ccc(C)c(C)c2)cc(-n2nc(C)c(C(N)=O)c2N)n1	9
CC1=NN(C(N)=S)C(=O)C1N=Nc1ccc(O)cc1 (stereo not given)	-8
N=C1C(=O)Nc2cccc3c2C1c1cccc(NC(=O)c2ccccc2)c1C3=O (stereo not given)	6
O=C(C(=O)N1CCN(C(=O)c2cccs2)CC1)N1CCN(C(=O)c2cccs2)CC1	9
CCN(CC)c1ccc2c(COC(C)=O)cc(=O)oc2c1	-6
COc1ccc(/C(C)=N\N2CCN(Cc3ccccc3Cl)CC2)cc1	7
Nn1c(SCC(=O)Nc2ccc3ccccc3c2)nnc1-c1ccc(Cl)c(Cl)c1	-2
FC(F)(Cl)Oc1ccc(NC(=S)NCCc2ccccc2)cc1	-9
Cc1cn2c(=O)cc(COC(=O)c3ccc(NC(=O)COc4ccccc4F)cc3)nc2s1	-8
OCCN1CCCC(N2CCN(Cc3ccc4c(c3)OCO4)CC2)C1 (stereo not given)	-6
OC(c1cccnc1)C1CCN(c2nc3nonc3nc2N2CCSCC2)CC1 (stereo not given)	0

Next structures
compound	RBX1-CUL1 inh
Cc1ccc(C2c3[nH]c4ccccc4c3CCN2C(=O)c2ccc(N(C)C)cc2)cc1 (stereo not given)	6
CCC(C)NC(=O)c1ccccc1Cl (stereo not given)	1
CCOC(=O)CCCN1C(=O)CCn2nc(-c3cn(C)c4ccccc34)cc21	-1
COC(=O)c1ccc(Cl)c(NC(=O)CCC2CCCCC2)c1	12
CCOC(=O)CC1C(=O)NCCN1Cc1ccc(F)cc1 (stereo not given)	-1
COc1ccc(N2Cc3cccc(C(=O)Nc4ccc(C(C)C)cc4)c3C2=O)cc1	2
CCOc1cc(/C=C2\C(=N)N3N=CSC3=NC2=O)ccc1OC(=O)c1ccc(Cl)cc1Cl	-2
CCOc1ccc2oc(=O)cc(CN3CCN(C(=O)c4ccc(F)cc4)CC3)c2c1	1
CCCOc1ccc(-c2csc3ncn(CCCc4ccccc4)c(=O)c23)cc1	3
CCCCSc1nnc2c(n1)OC(c1cc(OC)cc(Br)c1OC(C)=O)N(C(C)=O)c1ccccc1-2 (stereo not given)	-2
CCc1ccccc1NC(=O)Cn1cc(C(=O)c2ccc(Cl)cc2)c(=O)c2ccc(C)nc21	-7

Screening results deposited in PubChem BioAssay by Icahn School of Medicine at Mount Sinai.
